EBNA-1 inhibitor – blocks EBNA-1 binding to DNA; inhibition, % at 14.8 µM; 300,000 compounds, 0.34% hits; EBNA-1 DNA binding, fluorescence polarization; in the data active = inhibition above about 28%
pPAFAH inh – pPAFAH (human) enzyme inhibition | Q13093 | recombinant pPAFAH, FP-rhodamine probe fluorescence polarization | inhibition, % at 3.39 µM | 330,000 compounds, 1.5% hits | AID 463082;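 active = inhibition above the mean inhibition across the screen plus 3 SD, cut at about 25% in these data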;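 note: inhibitors block binding of the rhodamine activity-based probe so polarization drops; 0% = enzyme with DMSO and 100% = wells lacking pPAFAH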
Target sequence (Q13093 whole entry, looked up): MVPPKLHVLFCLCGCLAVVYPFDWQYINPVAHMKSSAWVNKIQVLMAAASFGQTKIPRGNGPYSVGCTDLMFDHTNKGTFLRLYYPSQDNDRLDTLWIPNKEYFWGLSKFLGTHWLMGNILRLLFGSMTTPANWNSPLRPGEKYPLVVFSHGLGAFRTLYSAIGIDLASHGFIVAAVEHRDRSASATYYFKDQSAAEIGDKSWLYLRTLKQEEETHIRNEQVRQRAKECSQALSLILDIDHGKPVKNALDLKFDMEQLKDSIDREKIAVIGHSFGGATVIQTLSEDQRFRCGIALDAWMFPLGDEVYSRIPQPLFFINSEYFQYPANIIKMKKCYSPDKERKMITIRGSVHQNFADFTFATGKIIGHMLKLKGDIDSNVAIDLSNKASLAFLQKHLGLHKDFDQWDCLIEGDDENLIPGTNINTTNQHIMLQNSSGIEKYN
ZTA counter – counter-screen for EBNA-1 inhibitors: inhibitors of Epstein-Barr virus ZTA; AID 2234; P03206; 320,000 compounds, 0.15% hits; ZTA-DNA binding, fluorescence polarization; inhibition, % at 11 µM; in the data active = inhibition above about 33%
PREPL inh – inhibitors of human prolyl oligopeptidase-like enzyme PREPL; Q4J6C6; recombinant PREPL, fluorescence polarization activity-based probe; inhibition, % at 5.96 µM; 320,000 compounds, 0.68% hits; AID 2751; in the data active = inhibition above about 43%;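 note: 0% = enzyme with DMSO and 100% = wells lacking enzyme; many of its hits are not listed in these tables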
PAFAH2 inh – inhibitors of human PAFAH2. Q99487. recombinant PAFAH2, FP-rhodamine activity probe, fluorescence polarization. inhibition, % at 3.39 µM. 340,000 compounds, 0.99% hits. AID 492956;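 active = inhibition above the mean over all tested compounds plus 3 SD, cut at about 30% in these data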;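 note: inhibitors block probe labeling of enzyme so polarization drops; 0% = enzyme with DMSO and 100% = wells lacking PAFAH2 protein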
PAFAH1B2 inh – PAFAH1B2 (human) inhibition; recombinant PAFAH1B2, FP-rhodamine activity probe, fluorescence polarization; inhibition, % at 3.39 µM; 340,000 compounds, 1.2% hits;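 active = inhibition above the mean of all tested compounds plus 3 SD, cut at about 24% in these data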;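 note: 0% = enzyme with DMSO and 100% = wells lacking PAFAH1B2; many of its hits are not listed in these tables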
PAFAH1B3 inh – inhibitors of human PAFAH1B3 | recombinant PAFAH1B3, FP-rhodamine probe, fluorescence polarization | inhibition, % at 3.39 µM | 340,000 compounds, 0.28% hits | AID 492972;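 active = inhibition above the screen-wide average of all tested compounds plus 3 SD, cut at about 25% in these data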;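 note: 0% = enzyme with DMSO only and 100% = wells lacking PAFAH1B3 protein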
LYPLA1 inh – counter-screen for PME1 inhibitors: inhibitors of human LYPLA1 | O75608 | recombinant LYPLA1, FP-Rh probe fluorescence polarization | 320,000 compounds, 0.16% hits | inhibition, % at 5.9 µM | AID 2174;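 active = inhibition above the mean of all tested compounds plus 3 SD, set per campaign, cut at about 14% in these data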;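 note: inhibitors block serine hydrolase probe labeling of LYPLA1 so polarization falls; 0% = enzyme with DMSO and 100% = wells lacking LYPLA1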
Target sequence (O75608 whole entry, looked up): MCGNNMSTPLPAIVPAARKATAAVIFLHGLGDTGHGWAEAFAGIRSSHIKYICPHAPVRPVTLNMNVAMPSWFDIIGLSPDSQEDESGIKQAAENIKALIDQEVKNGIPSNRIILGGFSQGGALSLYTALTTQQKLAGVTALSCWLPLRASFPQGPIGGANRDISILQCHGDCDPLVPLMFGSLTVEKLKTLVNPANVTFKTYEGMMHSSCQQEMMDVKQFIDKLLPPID
LYPLA2 inh – blocks human lysophospholipase 2, a PME1 counter-screen; AID 2177; 320,000 compounds, 0.38% hits; O95372; inhibition, % at 5.9 µM; recombinant LYPLA2, FP-Rh probe fluorescence polarization;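 active = inhibition above the screen-wide mean plus 3 SD, limit set per campaign, cut at about 26% in these data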;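 note: 0% = LYPLA2 with DMSO and 100% = wells lacking LYPLA2 enzyme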
Target sequence (O95372 whole entry, looked up): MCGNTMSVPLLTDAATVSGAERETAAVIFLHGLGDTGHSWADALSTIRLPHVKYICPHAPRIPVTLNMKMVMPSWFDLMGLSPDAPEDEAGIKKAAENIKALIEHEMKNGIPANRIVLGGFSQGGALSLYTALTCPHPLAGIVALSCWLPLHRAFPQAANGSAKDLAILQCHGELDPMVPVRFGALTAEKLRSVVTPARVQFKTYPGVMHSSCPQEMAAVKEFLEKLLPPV
Active calls of the source: *; nt = not tested or not shown. Some of the compounds tested. The share of hits here may be higher or lower than overall.

SMILES	EBNA-1 inhibitor	pPAFAH inh	ZTA counter	PREPL inh	PAFAH2 inh	PAFAH1B2 inh	PAFAH1B3 inh	LYPLA1 inh	LYPLA2 inh
Cc1ccc(S(=O)(=O)N/N=C\c2cn(-c3ccccc3)nc2-c2ccccc2)cc1	3	13	9	-4	1	12	4	-17	-25
CCOc1ccc(Br)cc1C(=O)N/N=C/c1ccc([N+](=O)[O-])cc1	-21	-1	2	5	2	4	1	1	1
O=C(NCc1ccon1)C1CCC(=O)N(Cc2cccc(C(F)(F)F)c2)C1 (centres undefined)	-3	5	-6	20	-2	0	16	0	4
CC(=O)c1cccc(CN2CCN(CC=C(C)C)C(CCO)C2)c1 (centres undefined)	6	2	2	8	-8	5	3	2	3
CCOC(=O)c1c(C(C#N)C#N)cc(C)nc1C	7	-5	6	16	6	7	9	-1	-3
CCOC(=O)c1sc(N)nc1-c1ccccc1	3	-1	10	4	-7	0	0	6	1
O=C(Nc1ccc2c(c1)CCC2)Nc1ccccc1F	4	2	15	5	0	1	8	-2	0
COC(=O)c1sc2nc(CN3CCN(c4cccc(C(F)(F)F)c4)CC3)[nH]c(=O)c2c1C	-2	3	6	7	0	-5	2	-3	-3
CCn1c(SCC(=O)Nc2nccs2)nnc1-c1ccccc1	9	4	0	-14	2	-2	-1	2	-3
O=C(/C=C/c1cccc([N+](=O)[O-])c1)OC1CCCCC1=O (centres undefined)	-19	4	-14	17	3	2	1	-1	7
CC(=O)SCC(Cc1ccccc1)C(=O)NCC(=O)OCc1ccccc1 (centres undefined)	14	5	-8	16	nt	nt	nt	0	8
Cc1sc(NC(=O)c2ccc(=O)n(C)n2)nc1-c1ccccc1	7	7	11	4	2	4	-1	-2	-1
CC(C)(C)c1nc(CN2CCCCC2)cc(CN2CCCCC2)c1O	3	1	15	2	1	-3	6	-1	4
c1ccc(-c2ccnc3ncnn23)nc1	-4	3	-14	-3	-4	3	-3	-4	-3
O=C1NC2(CCSC2)C(=O)N1CC(=O)N(Cc1ccccc1)C1CCS(=O)(=O)C1 (centres undefined)	-1	0	3	1	-1	4	1	2	0
Nc1nc2c(s1)COc1ccccc1-2	1	6	12	1	11	0	7	-3	3
O=C1/C(=C\c2ccc3ccccc3c2)CCCc2ccccc21	-3	5	-11	-9	-3	3	-2	-1	4
COc1ccc(OCc2nnc(SCC(=O)Nc3ccccc3F)o2)cc1	1	6	0	-13	14	0	6	0	-1
Cn1nnnc1Sc1ncnc2scc(-c3cccc(F)c3)c12	nt	5	24	8	0	2	6	-1	-2
Cc1ccc2[nH]c3c(=O)n(CC(=O)NCCc4ccc(Cl)cc4)ncc3c2c1	-4	3	-1	4	-3	-3	1	-3	-7
CC(=O)C1=C(C)NC(=O)NC1c1cccc(O)c1 (centres undefined)	-23	-9	13	6	6	4	4	-7	-7
CCOC(=O)C1CCCN(C(=S)Nc2ccc(S(=O)(=O)N3CCOCC3)cc2)C1 (centres undefined)	nt	1	nt	11	1	5	8	nt	nt
COc1cc2[nH]c(C(=O)Nc3ccc4c(c3)OCCO4)cc2c(OC)c1OC	1	10	-5	11	1	5	10	0	7
COC(=O)c1ccc(COC(=O)c2c(C)nn(Cc3ccccc3Cl)c2Cl)o1	1	12	-7	3	1	2	6	0	12
CCCSc1nnc(NC(=O)Nc2ccccc2)s1	-6	-3	16	1	-2	1	8	-6	-11
CCC(=O)Nc1cccc(NC(=S)NC(=O)c2ccc(Cl)cc2)c1	2	-2	8	-2	0	-1	-3	-3	-3
O=S(=O)(c1ccccc1)N1CCNCC1	7	3	3	-4	0	0	4	2	1
O=C(Nc1ccc2oc(=O)ccc2c1)c1ccc(-c2cccc([N+](=O)[O-])c2)o1	-8	1	3	10	nt	nt	nt	-1	-6
Cc1ccc2oc(=O)c3cnn(CC(=O)NC4CCN(Cc5ccccc5)CC4)c3c2c1	-8	4	5	-48	0	-1	-1	1	0
Cc1cccc(N2C(=O)C3C4C=CC(C5CC45)C3C2=O)n1 (centres undefined)	-9	-3	1	1	5	4	3	4	5

Reformatted with values under each structure: entries from further up
Order of values – EBNA-1 inhibitor	pPAFAH inh	ZTA counter	PREPL inh	PAFAH2 inh	PAFAH1B2 inh	PAFAH1B3 inh	LYPLA1 inh	LYPLA2 inh
> COC(=O)c1sc2nc(CN3CCN(c4cccc(C(F)(F)F)c4)CC3)[nH]c(=O)c2c1C
    -2	3	6	7	0	-5	2	-3	-3
> CCn1c(SCC(=O)Nc2nccs2)nnc1-c1ccccc1
    9	4	0	-14	2	-2	-1	2	-3
> O=C(/C=C/c1cccc([N+](=O)[O-])c1)OC1CCCCC1=O (centres undefined)
    -19	4	-14	17	3	2	1	-1	7

More records.
SMILES	EBNA-1 inhibitor	pPAFAH inh	ZTA counter	PREPL inh	PAFAH2 inh	PAFAH1B2 inh	PAFAH1B3 inh	LYPLA1 inh	LYPLA2 inh
CCOC(=O)C1C(c2ccc(O)c(O)c2)NC(=S)NC1(O)C(F)(F)F (centres undefined)	7	0	-24	8	-5	6	1	3	3
COc1ccc(NC2CCCN(C(=O)CCc3cccc(F)c3)C2)cc1 (centres undefined)	12	1	-19	13	1	1	6	0	-1
COc1ccc(N2CCN(S(=O)(=O)c3cccs3)CC2)cc1	7	11	-7	-8	-4	2	1	2	1
COc1ccc(CCNC(=O)CCNS(=O)(=O)c2cccc3nsnc23)cc1OC	-13	-2	-5	-4	0	-4	5	-7	-11
CN(CC(=O)Nc1cccc(F)c1)C(=O)c1cc(S(=O)(=O)N(C)C)ccc1N1CCCC1	-6	-5	2	18	0	-3	6	-2	-1
Cc1c(OC(C)C(=O)NCCN2CCOCC2)ccc2c3c(c(=O)oc12)CCCC3 (centres undefined)	-4	8	5	11	-2	3	5	-1	1
Cc1c(C(=O)NCCN2C(=O)S/C(=C\c3cccnc3)C2=O)cccc1[N+](=O)[O-]	-1	-3	7	18	3	2	7	0	-3
C=CC[C@@H](CC(=O)N[C@@H](CO)Cc1ccccc1)C(=O)N[C@@H](COC(=O)[C@@H](CC=C)Cc1ccc(F)cc1)Cc1c[nH]c2ccccc12	nt	0	nt	13	8	-2	-4	nt	nt
Cn1c(N2CCN(C(=O)NC34CC5CC(CC(C5)C3)C4)CC2)nc2ccccc21	-10	-7	2	5	-1	1	-1	-2	1
C/C(=N\NC(=O)CNC(=O)C1COc2ccccc2O1)c1ccco1 (centres undefined)	10	10	8	0	-4	-7	6	4	0
O=C1CC(NCc2ccc3c(c2)OCO3)C(=O)N1CCc1ccccc1 (centres undefined)	10	11	-4	7	1	2	-1	0	9
Cc1cccn2cc(-c3ccc(Cl)cc3)nc12	-14	3	3	-14	-1	-1	0	-2	4
CCCN1CCC(N2CCN(c3ccc([N+](=O)[O-])cc3)CC2)CC1	8	3	1	9	8	3	18	2	-1
O=C(CSc1nnc(CNC(=O)c2c(F)cccc2Cl)o1)NCc1ccc2c(c1)OCO2	-1	4	-14	-1	-2	2	-4	-1	10
c1ccc(Nc2nc3ccccc3o2)cc1	-1	1	-3	2	-3	6	2	-1	-1
Cc1cccc[n+]1CC(=O)Nc1cccc([N+](=O)[O-])c1	12	4	9	-9	1	1	2	-2	-3
Cc1cc(/C=N/NC(=O)Cn2c3ccccc3c(=O)c3ccccc32)c(C)n1-c1ccccc1	5	11	14	-28	-21	-4	-11	-14	-23
COc1cccc2c(=O)n(CC(=O)N3CCN(c4ccccc4)CC3)ccc12	-10	-2	8	6	6	4	1	-1	-2
Cc1csc(=S)n1-c1ccccc1	4	2	10	-6	4	5	7	2	6
COC(=O)c1cc(C(=O)N2CCN(C(=O)c3ccco3)CC2)cc([N+](=O)[O-])c1	8	0	18	6	3	0	5	-1	8
Cc1ccc(Nc2nnc(SCC(=O)NC3CCS(=O)(=O)C3)s2)c(C)c1 (centres undefined)	1	-2	-5	26	-3	2	5	3	1
CC(C)Cc1nnc(NC(=O)CCC(=O)NC2CCCC2)s1	-4	6	-11	1	3	6	7	1	9
CN(C)C1=NC[C@H](Cc2ccccc2)N1CCC1CCCC1	-2	-6	-9	3	-13	-4	5	-2	0
O=c1cc2c(nn1Cc1ccc(Cl)cc1Cl)-c1ccccc1CC2	-17	-4	-2	-16	2	-4	-11	-3	16
Cn1nnnc1SCC(=O)Nc1ncc(Cl)cc1Cl	5	3	1	0	3	9	4	-2	1
O=C(NCc1ccccc1)C(c1ccccc1)N(C(=O)c1csnn1)c1ccc(F)cc1 (centres undefined)	5	2	5	-1	1	6	-2	-1	-5
CCc1ccc(/C=c2\s/c(=C\C(=O)C(C)(C)C)[nH]c2=O)cc1	-10	9	-4	34	8	6	-1	-11	-16
CN1CCN(NC(=O)CN2C(=O)/C(=C/c3c(Cl)cccc3Cl)SC2=S)CC1	8	9	10	0	6	-2	-8	-19	-40
O=C1CC(c2ccco2)CC(O)=C1C=NCCN1CCN(C(=S)Nc2ccccc2)CC1 (centres undefined)	-4	0	17	-1	2	4	-1	-2	3
O=C(O)c1ccc(Sc2nnnn2-c2ccccc2)c([N+](=O)[O-])c1	-4	-7	5	4	2	18	-8	0	-5
N#C/C(=C\c1ccccc1[N+](=O)[O-])C(=O)NCc1ccccc1	-18	6	6	0	5	0	-2	-1	1
CCCn1c(NC(=O)c2ccccc2)nc2ccccc21	-12	3	-8	6	-2	2	5	-7	-3
O=C1CS/C(=C/C(=O)c2ccccc2)N1	7	0	-12	1	-9	-3	-2	-1	-4
COC(=O)C(CC(C)C)NC(=O)c1ccc([N+](=O)[O-])cc1 (centres undefined)	6	5	-1	3	1	-3	0	4	4
COC(=O)NCC(c1cccnc1)N1CCN(c2ccccc2F)CC1 (centres undefined)	0	-1	-3	2	-1	3	10	2	2
O=C(NCc1cccnc1)c1ccc(NC(=O)c2cccc([N+](=O)[O-])c2)cc1	-7	-11	2	13	3	3	4	3	7
COc1ccc(NC(=O)Nc2ccc(F)cc2)cn1	-9	-3	-4	1	7	7	-4	-4	13
O=c1cc(O)c2c(=O)[nH]c(=O)n(-c3ccccc3)c2[nH]1	5	2	-5	4	5	1	8	1	0
Cc1ccc2c(c1)CCCN2C(=O)c1cc(C)on1	1	7	22	2	-6	0	2	0	3
O=C(Nc1ccccn1)c1cc2cc([N+](=O)[O-])ccc2s1	-14	-4	14	13	5	7	3	-1	0
O=C(CSc1nnc2ccccn12)NNC(=O)c1ccc(Cl)cc1	-4	-4	13	12	-1	7	2	-1	-4
CCOC(=O)C1CCN(C(=O)C(CC)c2ccccc2)CC1 (centres undefined)	14	4	-6	0	-4	6	3	0	4
CCOc1ccc(C(=S)N2CCOCC2)cc1	1	4	16	-3	1	-5	10	0	-5
O=C(Nc1ccccc1Cl)c1ccc2ccccc2c1	18	1	-6	-14	-4	0	2	-1	-5
CCOC(=O)c1sc2nc(N3CCOCC3)c3c(c2c1N)CC(C(C)C)OC3 (centres undefined)	-2	-4	-1	5	6	0	3	0	-4
O=C(Cc1cccc([N+](=O)[O-])c1)Nc1cccc(C(=O)N2CCCCC2)c1	nt	1	nt	14	0	9	14	nt	nt
Cc1occc1C(=O)NNC(=O)C1CC1	-7	-3	-6	3	-3	1	0	-1	-1
COc1cccc(S(=O)(=O)Nc2ccc(C(=O)N3CCN(C(=O)c4ccco4)CC3)cc2)c1	5	2	14	5	-8	5	10	0	1
COc1ccc(CNC(=O)Nc2cccc3ccccc23)cc1	12	0	10	-7	-1	10	2	-6	-6
O=S(=O)(c1ccc(-n2cnnn2)cc1)N1CCC(N2CCCCC2)CC1	2	6	1	-4	-10	-3	3	4	7
CS(=O)(=O)Cc1ccc(C(=O)NNC(=O)c2cc(-c3ccccc3)n[nH]2)cc1	nt	1	nt	2	-2	3	11	nt	nt

Compound activity as filed in PubChem.
